# Screens (PubChem)
# ASM inhibitor: Inhibitors of Secretory Acid Sphingomyelinase (S-ASM): qHTS; Sphingomyelin phosphodiesterase (Homo sapiens), P17405; placental ASM, HMU-PC fluorogenic substrate, 60 min; Potency, µM (series often up to 57.5 µM), for the others: at the top dose activity change, negative = inhibition, hits mostly inhibitors; 340,000 compounds, 0.006% hits; further: potency means the concentration at half of the fitted maximal effect
#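 Human placenta-derived ASM enzyme was preincubated with compound for 10 minutes at room temperature, then given fluorogenic substrate HMU-PC0 (9 uM final) for 60 minutes at 37 °C; a pH 10 stop preceded fluorescence reading at Ex 386/Em 447 nm.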
# KCNH2 3.1 inh: qHTS for Inhibitors of KCHN2 3.1: Mutant qHTS. activity change, % (tested at about 1.8 µM). 340,000 compounds, 0.95% hits. U2OS KCNH2 3.1, thallium flux FluxOr; active compounds read low. AID 720553, 2013;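 active means maximum activity change below -70%; inconclusive means maximum activity change from -70% to -50%; inactive means maximum activity change above -50%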;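 further: thallium influx rate constant from kinetic fluorescence after stimulation buffer; on the % scale 0 is the no-effect control and ±100 the full control effect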
#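 Steps: virus added to U2OS suspension (4 h, RT, dark); medium with 10% FBS added, cells plated, 37 C overnight; FluxOr/Red40 loading buffer 45 min RT; stimulation buffer, 2 min kinetic read; rate constant normalized.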
# MLL CXXC-DNA inh: qHTS Fluorescence Polarization Assay for Inhibitors of MLL CXXC domain - DNA interaction. AID 2662, 2010. MLL-CXXC / FITC-HOXA9 DNA fluorescence polarization. Potency, µM (titrated, usually from 115 µM), without a hit: at the highest dose activity change, negative = inhibition, actives largely listed as inhibitors. 290,000 compounds, 0.037% hits. Histone-lysine N-methyltransferase 2A (Homo sapiens), Q03164; active means well fitted inhibition curve with a large enough effect in the polarisation, with a control signal flat, not every such curve was filed as active; inconclusive means small, poorly fitted or top-dose-only effect, or effect the other way, or a change in a side signal; inactive means no such curve, though single readings can be large or run the other way; the % refers to the polarisation; further: potency means the concentration at half of the fitted maximal effect
#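 Fluorescence polarization: 7 uM MLL-CXXC (stock) preincubated 5 min with compounds, then 50 nM fluorescein-HOX-A9 DNA (stock) added; 30 min ambient. Buffer 50 mM Tris-HCl pH 7.5, 50 mM NaCl, 1 mM DTT, 0.05% BSA.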
# GALK inhibitor: qHTS Assay for Inhibitors of Human Galactokinase (GALK); Purified GALK, Kinase-Glo residual ATP luminescence; 270,000 compounds, 0.007% hits; Potency, µM (highest dose often 57.5 µM), without a hit: at the highest dose activity change, negative = inhibition, hits mostly inhibitors; AID 1868, 2009; P51570; further: potency means the concentration at half of the fitted maximal effect; on the % scale 0 is the no-effect control and ±100 the full control effect
#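 Galactose (100 uM) and ATP (35 uM) were turned over by 5 nM GALK for 1 h at RT. Kinase-Glo Plus then converted the remaining ATP into a luminescent signal.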
# Coupling enz: qHTS Assay for Inhibitors of Fructose-1,6-bisphosphate Aldolase from Giardia Lamblia: Coupling assay counterscreen; coupling enzyme system counterscreen, AmpLite Red fluorescence; activity change, negative = inhibition, % at 58.2 µM, hits read low; 290,000 compounds, 0.67% hits; AID 2472, 2010; in the data active means activity change below about -30%; further: on the % scale 0 is the no-effect control and ±100 the full control effect
#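 Coupling enzymes only (glyceraldehyde-3-phosphate) + compound, at 57.5 uM final, 10 min RT; add substrate/coupling/AmpLite Red mix, 20 min RT; fluorescence ex 525/em 598 nm. Actives flag coupling-system interference.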
# MBNL1 CUG block: qHTS Assay for Inhibitors of MBNL1-poly(CUG) RNA binding; Muscleblind-like protein 1 (Homo sapiens), Q9NR56; TR-FRET MBNL1-His/biotin-(CUG)12 binding, 665/545 ratio; Potency, µM (titrated, usually from 57.5 µM), for the others: at the top dose activity change, negative = inhibition, most hits filed as inhibitors; 280,000 compounds, 0.036% hits; AID 2675, 2010; active means well fitted inhibition curve with a large enough effect in the signal ratio, with a control signal flat, not every such curve was filed as active; inconclusive means small, poorly fitted or top-dose-only effect, or effect the other way, or a change in a side signal; inactive means no such curve, though single readings can be large or run the other way; the % refers to the signal ratio; further: potency means the concentration at half of the fitted maximal effect; on the % scale 0 is the no-effect control and ±100 the full control effect
#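 TR-FRET readout: Ex 340 nm, 665/545 nm emission ratio, normalized to buffer-only (basal) and MBNL1-(CUG)12 controls. Complex of MBNL1-His with Biotin-(CUG)12, compounds 92 nM–58 uM, incubated 60 min at room temperature.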
# TRPV1 ag: HTS Assay for Compounds that Act as Agonists of the Vanilloid Receptor 1. Transient receptor potential cation channel subfamily V member 1 (Homo sapiens), Q8NER1. TRPV1-expressing cells, Fluo-8 calcium influx, agonist mode. activation, % at 8.33 µM. 320,000 compounds, 0.19% hits; in the data active means activation above about 80%; inconclusive means between about 30% and that limit; further: 0% is about no effect
#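 Fluo-8 calcium influx in TRPV1-expressing cells, kinetic read (ex 480/em 520 nm). Compound added and read 3 min for agonist activity, followed by capsaicin at EC20 final and 2 min further read for enhancement.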
# hERG WT inh: qHTS for Inhibitors of KCHN2 3.1: Wildtype qHTS; Voltage-gated inwardly rectifying potassium channel KCNH2 (Homo sapiens), Q12809; U2OS, BacMam KCNH2, thallium flux FluxOr; active compounds read low; activity change, % at 1.84 µM; 340,000 compounds, 0.37% hits;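 active means maximum activity change below -70%; inconclusive means maximum activity change between -70% and -50%; inactive means maximum activity change above -50%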; further: on the % scale 0 is the no-effect control and ±100 the full control effect
#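 U2OS cells were transduced with wild-type KCNH2 virus (2.03 x 10^8 / mL) for 4 h at room temperature, then cultured overnight at 37 C. Thallium flux was read with FluxOr dye. Rate constants were normalized to DMSO controls.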
# A-T KAP1 phos: qHTS Assay for Identifying a Potential Treatment of Ataxia-Telangiectasia; […] A-T fibroblasts, KAP-1 phosphorylation AlphaLISA; neocarzinostatin DNA damage 30 min before lysis; Potency, µM (series often up to 57.5 µM), inactives show at the top dose activation, hits mostly activators; 320,000 compounds, 0.19% hits; further: potency means the concentration at half of the fitted maximal effect; % of control where 0% means no effect; nearly all actives have a fitted effect of over 45% in size
#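 hTERT-immortalized A-T patient fibroblasts ([…]), 500 cells/well in OPTI-MEM, 1% FBS, got compounds for 60 min, then NCS for 30 min at 37C. Lysates were then assayed for phospho-KAP-1 by AlphaLISA (anti-pKAP1 donor, anti-KAP1 acceptor beads), 6 hr at 25C.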
# a7 integrin act: qHTS for Activators of Integrin-Mediated Alleviation for Muscular Dystrophy | alpha7betagal myoblasts, beta-gal FDG fluorescence, 48 h | 350,000 compounds, 0.064% hits | Potency, µM (highest dose often 38.3 µM), for inactives: at the top dose activation, actives largely listed as activators;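 further: potency means the concentration at half of the fitted maximal effect; 100% = response of the positive control SU9516; nearly all actives have a fitted effect of over 60% in size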
#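 alpha7betagal+/- myoblasts (passage 13, 250/well) treated 48 h at 37C with compounds at 1:260 dilution of DMSO stock. Lysed, then beta-galactosidase activity read as FDG fluorescence (ex 480/em 540) after 30 min, with pre-read for autofluorescence.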
# Numbers without * were called inactive; ? = inconclusive; · = no result given; [ ] = dose if it differs, or a comment. Unless noted, the call rests on the fitted dose curve; in most records, active means well fitted curve in the direction sought with a large enough effect; inconclusive means small, poorly fitted or top-dose-only effect, or another doubt; inactive means no such curve, though single readings can be large; an effect the other way counts as inactive or inconclusive. No enrichment for hits (roughly 2% active in at least one column).
smiles	ASM inhibitor	KCNH2 3.1 inh	MLL CXXC-DNA inh	GALK inhibitor	Coupling enz	MBNL1 CUG block	TRPV1 ag	hERG WT inh	A-T KAP1 phos	a7 integrin act
CCc1ccccc1Nc1nc2ccccc2n1CC	1%	4	-14%	2%	1	-3%	-2	-4	-2%	6%
O=C(NCCOc1ccccc1)C1CCC(=O)N(CCCN2CCOCC2)C1 (configuration not stated)	-3%	6	·	·	·	·	·	0	·	0%
COc1ccc(-n2ncc3c(NCCCn4ccnc4)ncnc32)cc1	-1%	-6	-5%	-1%	-1	0%	6	-1	1%	-2%
CCc1cccc(NC(=O)Cn2c(=O)n(CCC(=O)NCC3CCCO3)c(=O)c3cc(OC)c(OC)cc32)c1 (configuration not stated)	-1%	-21	5%	5%	4	-2%	-1	-8	-8%	-4%
Cc1ccc(N2CCN(c3ccc(NCc4nc5ccccc5n4C)cc3)CC2)cc1	64%[activator]	-37	23%	3%	-7	2%	-2	10	-1%	-38%
Cc1sc(NC(=O)c2ccco2)c(C(c2cccnc2)N2CCCC2)c1C (configuration not stated)	2%	9	-27%	-2%	1	-14%	1	8	0%	-25%[7.66 µM]
O=c1[nH]ncn1-c1cccc(C(F)(F)F)c1	3%	-2	-2%	-1%	2	-11%	1	-1	10%	-11%
C#CC[N+](C)(C)CCCCCCCCCC	1%	2	12%	0%	5	-4%	-2	-5	2%	-54%[inhibitor]
Cc1nc(SCC(=O)c2ccccc2)c(C#N)c(-c2ccco2)c1C(=O)NCc1ccco1	-18%	-37	22%	0%	-22	7%	-3	0	6%	-32%
CC(=O)NC1CC2CCCC(C1)N2CC(=O)NCc1ccc(F)cc1 (configuration not stated)	0%	2	-7%	-1%	3	3%	0	18	-3%	-19%
O=C(CCN1C(=O)/C(=C/c2cccs2)SC1=S)NNC(=O)c1cccc(O)c1	-3%	7	?	7%	-1	13%	-4	16	10%	-39%
COc1ccc(C)cc1NC(=O)NNS(=O)(=O)c1ccc(NC(C)=O)cc1	2%	14	?	1%	0	-2%	1	-12	3%	1%
O=C(CN1CCOCC1)Nc1cccc(C(F)(F)F)c1	-1%	-2	·	·	·	·	·	-1	·	8%
COc1cc(C)c(Cl)c(C)c1S(=O)(=O)NC1CC(C)(C)NC(C)(C)C1	0%	4	-13%	2%	5	-6%	10	0	-4%	-57%[inhibitor]
Clc1ccc(Cn2ncc3c(N4CCCCC4)ncnc32)c(Cl)c1	2%	-3	6%	0%	3	0%	-3	-8	·	25%
O=C(CSc1ncnc2ccccc12)Nc1cccc(S(=O)(=O)N2CCOCC2)c1	-2%	3	-1%	7%	0	5%	-2	1	13%	16%
O=C(c1ccccc1)N1CCN(c2ccc(Cl)cc2)CC1	-9%	-28	-12%	-1%	-2	-4%	-4	12	15%	1%
COc1cccc(NC(=O)CSc2nnc(-c3cccs3)n2C)c1	4%	6	4%	3%	0	-10%	-2	6	8%	-19%
COc1ccc([C@H]2CC(=O)C=C(c3cc4ccccc4s3)C2)cc1	-5%	-6	·	·	·	·	-3	-4	-3%	15%
CCCSc1nnc2n(-c3ccccc3OC)c(=O)c3c4c(sc3n12)CCC4	-2%	10	2%	7%	0	5%	9	12	5%	-7%
CC1CSc2n(-c3cccc(C(F)(F)F)c3)cc(-c3ccccc3)[n+]21 (configuration not stated)	-3%	-8	2%	-1%	0	-2%	-1	0	2%	-64%[inhibitor]
O=C(CN1C(=O)CC(c2ccco2)Sc2ccccc21)Nc1ccc2c(c1)OCCO2 (configuration not stated)	-3%	-4	-2%	0%	2	-9%	13	4	-2%	-10%
Cc1ccccc1Cn1cc(NC(=O)c2cc(C3CC3)on2)cn1	-2%	5	0%	-4%	4	0%	-2	0	4%	17%
Cc1cccc(NC(=O)NCCc2ccc(Cl)cc2)c1	-1%	-7	12%	-2%	1	-2%	8	0	-1%	21%
CCOC(=O)C1=CN(Cc2cccc(F)c2)S(=O)(=O)NC1CCc1ccccc1 (configuration not stated)	-6%	-4	·	·	·	·	·	3	-20%	-6%
O=S(=O)(c1ccc(Cl)c(NC(=S)Nc2ccccc2N2CCOCC2)c1)N1CCOCC1	-1%	7	-7%	1%	3	-15%	2	45	3%	-6%
COc1cc(S(=O)(=O)Nc2cccc(C(=O)O)c2)c(OC)cc1Cl	7%	-5	4%	-2%	0	-2%	2	-28	-1%	-7%
CCn1c(=O)cc(OCC(=O)NCc2ccco2)c2ccccc21	-2%	-1	5%	0%	1	-6%	-4	1	0%	0%
Cc1ccc(F)cc1NC(=O)N1c2ccccc2NC(=O)CC1C (configuration not stated)	-2%	-15	0%	1%	2	10%	2	9	4%	?
CN(C)c1nc(Nc2ccc(F)cc2)nc(Oc2ccc(F)cc2)n1	-13%	2	1%	-4%	0	2%	23	-14	9%	-6%
COc1cccc(C(=O)OCC(=O)Nc2nnc(-c3ccccc3)o2)c1	-1%	7	·	·	·	·	3	-4	1%	-3%
Cn1c(=O)c2c(nc(CN3CCN(Cc4ccccc4)CC3)n2Cc2ccc(Cl)cc2)n(C)c1=O	1%	?	0%	-1%	0	0%	2	25	12%	-53%[inhibitor]
COc1ccc(C(=O)N2CCN(S(=O)(=O)c3ccc(C)cc3C)CC2)cc1S(=O)(=O)N1CCOCC1	-4%	-3	·	·	·	·	·	15	·	-37%
Nc1nnnn1/N=C/c1ccccc1OCc1ccc(Cl)cc1Cl	-1%	6	-6%	1%	2	-1%	14	9	2%	2%
O=C(O)C1CCCCC1C(=O)Nc1ccc(Cl)cc1 (configuration not stated)	0%	7	-3%	2%	7	3%	2	-17	-1%	12%
CC(NC(=O)C1CCCO1)c1ccccc1 (configuration not stated)	3%	-13	28%	4%	5	-3%	0	1	·	31%
COc1cc(-c2noc(-c3cccc(Cl)c3)n2)cc(OC)c1OC	-1%	-17	-14%	3%	2	36%[activator]	·	-8	13%	2%
COc1cc(-n2c(C)nc3cc(C(=O)NCc4ccco4)ccc32)cc(OC)c1OC	2%	2	-2%	-1%	2	11%	2	8	-1%	28%
CC(C)n1cnc2c(oc3ccccc32)c1=O	1%	3	12%	·	-3	0%	22	10	0%	-19%
COc1ccc(C(=O)NCc2csc(C(C)C)n2)cc1OC1CCN(C(C)=O)CC1	-1%	13	7%	5%	·	1%	-1	3	-3%	2%
COc1cc(Cl)c(C)cc1Nc1ncccn1	-5%	12	2%	9%	1	-2%	4	-2	4%	71%
C=CCOc1c(OC)cc(Cl)cc1C1NC(=O)NC(C)=C1C(C)=O (configuration not stated)	1%	2	1%	4%	4	-10%	2	-6	·	24%
Cn1c(NC(=O)c2ccc(Cl)cc2Cl)cc(=O)n(C)c1=O	0%	20	6%	2%	4	-1%	1	-7	1%	-1%
CCc1ccc(OCC(=O)NNC(=O)CSc2nnc(-c3ccc(C)cc3)n2C)cc1	4%	-5	8%	-2%	2	-10%	0	-4	4%	9%
Cc1c(C(=O)N(C)CCn2ccnc2C)oc2c(F)cccc12	-6%	-22	-7%	-2%	-1	4%	3	0	4%	2%
Cc1ccccc1NC(=O)Cc1nc(COC(=O)c2ccc([N+](=O)[O-])cc2)cs1	·	8	·	·	·	·	6	3	-1%	9%
CC(C)N1CCN(Cc2cc3ccccc3[nH]2)CC1CCO (configuration not stated)	8%	-5	-1%	4%	1	-1%	2	3	1%	-22%
O=C(Nc1nc2ccccc2[nH]1)C1CC(=O)N(c2ccc3c(c2)OCCO3)C1 (configuration not stated)	0%	9	-15%	3%	-1	5%	0	3	11%	-18%
O=C(Oc1ccc2ccc(O)cc2c1)c1ccccc1Cl	-2%	6	71%[activator]	-2%	0	-1%	13	11	4%	8%
COc1ccc(Cl)cc1NC(=O)C(C)Sc1nnc(C2CC2)n1C1CC1 (configuration not stated)	3%	5	·	·	·	·	9	-7	-1%	-14%
